tim10-1 inh: inhibits growth of tim10-1 mutant yeast; S. cerevisiae tim10-1 ts strain growth, BacTiter-Glo, 24 h; AID 463190; inhibition, % at 20 µM; 330,000 compounds, 2.2% hits;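 active means inhibition of at least 40%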;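 further: mutant grown at 25 °C; 0% = DMSO wells with yeast and 100% = wells holding no yeast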
hIAP block: human IAP inhibition. inhibition, % at 10 µM. P09923. 330,000 compounds, 0.12% hits. purified IAP, CDP-Star luminescence, 30 min. AID 2544;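 active means inhibition reaching a set limit with compound at 10 µM in the primary screen, cut at about 35% in these data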;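 further: plate controls were DMSO wells with enzyme for no effect and no-enzyme buffer wells for full effect; values of inactives mirror those of a sister screen read the other way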
TIM10 inh: inhibits growth of TIM10 yeast strain; S. cerevisiae TIM10 strain growth, BacTiter-Glo luminescence, 24 h; inhibition, % at 10 µM; 330,000 compounds, 1.4% hits; AID 463195;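 active means inhibition of 40% or more at the single tested concentration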;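 further: wild-type TIM10 isogenic control strain grown at permissive 25 °C; 0% = DMSO yeast wells and 100% = minimal medium wells without yeast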
Apaf1 inhib: blocks human Apaf-1 apoptosome activity. O14727. reconstituted apoptosome caspase-3 activity, DEVD-Rh110 fluorescence. inhibition, % at 20 µM. 330,000 compounds, 0.71% hits; active means inhibition of at least 40% at 20 µM;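 further: plate controls were DMSO wells for no effect and DEVD-CHO caspase inhibitor wells for full effect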
Target sequence (O14727 whole entry, looked up): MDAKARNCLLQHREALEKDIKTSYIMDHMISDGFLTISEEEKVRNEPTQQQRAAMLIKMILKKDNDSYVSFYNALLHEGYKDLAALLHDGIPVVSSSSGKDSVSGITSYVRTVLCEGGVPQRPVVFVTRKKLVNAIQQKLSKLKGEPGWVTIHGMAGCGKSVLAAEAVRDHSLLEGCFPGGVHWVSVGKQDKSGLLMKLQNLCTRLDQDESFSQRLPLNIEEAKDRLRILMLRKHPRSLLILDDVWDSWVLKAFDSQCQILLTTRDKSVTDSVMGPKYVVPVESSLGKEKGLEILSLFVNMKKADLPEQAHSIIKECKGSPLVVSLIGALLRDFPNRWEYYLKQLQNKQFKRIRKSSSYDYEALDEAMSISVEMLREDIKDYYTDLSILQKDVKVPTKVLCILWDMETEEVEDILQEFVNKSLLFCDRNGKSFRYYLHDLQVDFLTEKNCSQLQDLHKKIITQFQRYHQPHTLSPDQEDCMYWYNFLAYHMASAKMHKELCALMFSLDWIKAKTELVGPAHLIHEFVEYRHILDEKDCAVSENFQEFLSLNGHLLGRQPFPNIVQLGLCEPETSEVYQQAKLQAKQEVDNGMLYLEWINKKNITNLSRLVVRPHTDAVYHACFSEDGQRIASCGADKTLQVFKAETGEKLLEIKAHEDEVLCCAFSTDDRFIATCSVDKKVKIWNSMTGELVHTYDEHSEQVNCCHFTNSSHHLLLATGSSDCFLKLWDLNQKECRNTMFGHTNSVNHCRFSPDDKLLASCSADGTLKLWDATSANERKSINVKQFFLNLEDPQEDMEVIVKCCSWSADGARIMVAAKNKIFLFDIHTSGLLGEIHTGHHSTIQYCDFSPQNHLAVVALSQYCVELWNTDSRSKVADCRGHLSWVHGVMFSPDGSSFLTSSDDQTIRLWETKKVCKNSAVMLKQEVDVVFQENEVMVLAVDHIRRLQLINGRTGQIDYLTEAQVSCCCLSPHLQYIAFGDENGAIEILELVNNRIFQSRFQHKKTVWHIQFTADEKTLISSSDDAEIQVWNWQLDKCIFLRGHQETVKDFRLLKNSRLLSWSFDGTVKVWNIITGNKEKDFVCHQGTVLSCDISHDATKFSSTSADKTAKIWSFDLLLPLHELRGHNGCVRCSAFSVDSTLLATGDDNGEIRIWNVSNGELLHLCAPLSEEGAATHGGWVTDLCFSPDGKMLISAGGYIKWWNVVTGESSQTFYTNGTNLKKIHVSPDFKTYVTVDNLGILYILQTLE
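System: Apoptosome proteins | Medium: Hepes pH 7.5 with detergent and BSA | Also added: Cytochrome c trigger plus (Z-DEVD)2-Rh110 caspase-3 substrate | Incubation: 30 min compound preincubation, 50 min activation, room temperature | Detection: Rhodamine 110 fluorescence at Ex 480/Em 540 nm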
mIAP act: mouse IAP activation; muIAP, CDP-Star luminescence, 30 min; stronger effect = higher value; 1 = vehicle-only enzyme signal, 0 = enzyme-free wells; activation factor at 10 µM; 330,000 compounds, 0.24% hits;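 active means activation factor of at least 2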; further: the source names both 10 and 20 µM as test concentration; values of inactives mirror those of a sister screen read the other way
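also added = chemiluminescent substrate CDP-Star | test system = mouse IAP enzyme | signal = chemiluminescence readout | compound = DMSO-dissolved test compounds | incubation = 30 min at room temperature | benchmarks = DMSO wells, no-enzyme wells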
mIAP block: mouse IAP inhibition; AID 2806; 330,000 compounds, 0.2% hits; purified mouse IAP, CDP-Star luminescence, 30 min; inhibition, % at 10 µM;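 active means inhibition of at least 40% at 10 µM in the primary screen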;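 further: plate controls were DMSO with enzyme for no effect and no enzyme wells for full effect; values of inactives mirror those of a sister screen read the other way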
ATG4B inh: blocks human ATG4B protease cleavage of LC3 substrate; Q9Y4P1; ATG4B cleavage of LC3-PLA2, NBD-HPC fluorescence, 1 h; inhibition, % at 8.33 µM; 340,000 compounds, 0.51% hits; AID 504462; in the data active means inhibition above about 40%
hIAP activ: human IAP activation. P09923. purified human IAP, CDP-Star luminescence, 30 min; stronger effect = higher value; 1 = vehicle-only enzyme, 0 = enzyme-free background. activation factor at 10 µM. 330,000 compounds, 0.16% hits;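 active means activation factor of the enzyme at least 2-fold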; further: the source names both 10 and 20 µM as test concentration; values of inactives mirror those of a sister screen read the other way
NLRP3 yeast inh: blocks the NALP3 inflammasome reconstituted in yeast; AID 2825; Yeast reconstituted NLRP3/ASC/caspase-1, beta-gal luminescence, 24 h; inhibition, % at 10 µM; 330,000 compounds, 0.39% hits;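 active means inhibition of 50% or more; inactive means inhibition below 50%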;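 further: plate controls were induced DMSO wells for no effect and uninduced yeast grown without galactose for full effect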
An asterisk follows results filed as active; · = not tested or not shown.

Values run as follows: tim10-1 inh | hIAP block | TIM10 inh | Apaf1 inhib | mIAP act | mIAP block | ATG4B inh | hIAP activ | NLRP3 yeast inh
1	O=C(NCCc1ccccc1)C(c1ccccc1F)N(C(=O)c1csnn1)C1CC1 (stereo not given)
    20.6 | 10.6 | 2.8 | 6.6 | 1.04 | -4.5 | -2.4 | 0.894 | 15.2
2	N#Cc1nc(-c2ccco2)oc1NCc1ccc(F)cc1
    6.7 | -6.5 | -7.7 | 0.8 | 1.03 | -3.2 | 2.5 | 1.06 | 26.0
3	CCOP(=O)(OCC)C(NC(=O)Nc1ccc(Cl)c(Cl)c1)c1ccccc1 (stereo not given)
    8.1 | 4.0 | 8.6 | 22.0 | 5.02* | -402.3 | 0.5 | 0.96 | 1.6
4	CN(CC(=O)N1CCN(c2ncccn2)CC1)S(=O)(=O)c1ccc(Cl)cc1
    34.1 | -15.5 | -0.4 | 2.8 | 0.959 | 4.1 | -0.8 | 1.16 | 26.1
5	CCOc1ccc(CCNC(=O)C2CCCN(c3nn4c(=O)cc(C)nc4s3)C2)cc1OCC (stereo not given)
    9.4 | 0.9 | -13.1 | 6.3 | 1.05 | -5.5 | -0.7 | 0.991 | 20.2
6	CN(C)C(CNC(=O)c1ccc2nc[nH]c2c1)c1ccccc1 (stereo not given)
    6.1 | 0.1 | -10.2 | -5.8 | 0.982 | 1.8 | -0.1 | 0.999 | 2.3
7	CCN(CC(=O)NC(C)(C)C)C(=O)CCl
    4.4 | 4.7 | 13.9 | -1.6 | 1.03 | -3.1 | 3.7 | 0.953 | -0.7
8	COc1ccccc1NC(=O)CSc1n[nH]c(-c2cccnc2)n1
    -1.4 | 19.7 | -1.2 | -0.2 | 0.906 | 9.4 | 0.6 | 0.803 | 3.6
9	CC(=O)N1N=C(c2ccccc2)CC1c1cn(Cc2ccccc2)c2ccccc12 (stereo not given)
    10.1 | 13.0 | 19.6 | 22.2 | 0.873 | 12.7 | 21.6 | 0.87 | 12.6
10	CSc1ccccc1C(=O)NCc1ccc(F)cc1
    2.2 | 1.7 | -2.2 | -17.9 | 0.921 | 7.9 | -4.8 | 0.983 | -13.3
11	O=C(O)c1ccc(/C=C2\CCCc3c2nc2ccccc2c3C(=O)O)cc1
    -3.2 | 7.6 | -4.6 | -9.0 | 1.02 | -2.4 | 3.1 | 0.924 | 17.7
12	CN(Cc1cn(C)nc1-c1cccc(Cl)c1)CC1CCCCO1 (stereo not given)
    20.0 | 21.5 | -6.7 | -0.5 | 1.1 | -9.6 | -3.7 | 0.785 | 17.0
13	C/C=C(/C)C(=O)O[C@@H]1Cc2c(ccc3ccc(=O)oc23)OC1(C)C
    -38.7 | -1.1 | -30.2 | 15.6 | 0.869 | 13.1 | 3.3 | 1.01 | 26.4
14	CCOC(=O)C(=O)Nc1sc(C(=O)N2CCOCC2)c(C)c1C#N
    -7.0 | 0.0 | -6.3 | -3.2 | 0.969 | 3.1 | 1.3 | 1 | 9.0
15	CC(=O)NC(C(=O)N1CCC(c2nc3ccccc3s2)CC1)C(C)C (stereo not given)
    -7.1 | -8.4 | 4.1 | 4.6 | 0.926 | 7.4 | -1.1 | 1.08 | 4.9

The list continues:
Values run as follows: tim10-1 inh | hIAP block | TIM10 inh | Apaf1 inhib | mIAP act | mIAP block | ATG4B inh | hIAP activ | NLRP3 yeast inh
16	COc1ccc(C(=O)COC(=O)CCn2nnc(-c3cccs3)n2)cc1
    26.3 | 0.6 | 1.1 | 0.2 | 0.942 | 5.8 | -2.9 | 0.994 | 10.3
17	Cc1ccc(NC2CCCN(C(=O)c3ccoc3)C2)cc1C (stereo not given)
    -3.8 | -20.3 | 7.4 | 0.6 | 1.07 | -7.3 | -1.8 | 1.2 | 8.4
18	O=C(COc1ccccc1)NCC1(N2CCCCC2)CCCCC1
    9.6 | -25.6 | 3.3 | 3.1 | 1.1 | -9.7 | -9.8 | 1.26 | -6.7
19	CCC(=O)NC(=S)Nc1ccc(NC(=O)CC)cc1
    7.8 | 7.0 | 4.8 | 3.9 | 1.03 | -3.3 | -1.1 | 0.93 | 5.2
20	O=C(Nc1ccc(F)c(F)c1)c1cccnc1
    -23.6 | 12.9 | -4.4 | -12.3 | 1.07 | -7.1 | -1.4 | 0.871 | 25.8
21	NS(=O)(=O)c1ccc(CCNC(=O)CSc2ccc(Cl)cc2Cl)cc1
    3.0 | -11.4 | -9.2 | -21.2 | 0.948 | 5.2 | -5.4 | 1.11 | -8.7
22	CC(Nc1ccc2c(c1)OCCO2)C(=O)N1CCc2ccccc21 (stereo not given)
    -5.3 | 0.4 | -2.0 | 1.8 | 1.03 | -2.9 | -4.2 | 0.996 | 13.6
23	Cc1ccsc1/C=N/NC(=O)c1nnn(-c2nonc2N)c1CN(C)c1ccccc1
    19.0 | -15.0 | 19.0 | 13.0 | 0.882 | 11.8 | -9.9 | 1.15 | 8.9
24	Cc1ccc(N=C2C(=S)N(c3ccc(C)cc3)C(=N)N2/N=C/c2ccc(Cl)cc2)cc1
    34.1 | 7.7 | 36.8 | 11.9 | 0.909 | 9.1 | 6.3 | 0.923 | 9.1
25	N#CC1(NC(=O)CSc2nnc(Cc3ccccc3)o2)CCCCC1
    8.1 | 17.6 | 11.0 | -7.4 | 1.05 | -5.1 | 6.7 | 0.824 | -2.5
26	COCCn1cnnc1SCC(=O)Nc1cccc(S(=O)(=O)N2CCCCCC2)c1
    1.3 | -18.5 | -1.1 | 4.9 | 1.2 | -20.2 | 7.2 | 1.19 | -3.7
27	COc1ccc(CN(CCC#N)CCC2(c3ccccc3)CC(C)N(C)CC2C)cc1OC (stereo not given)
    3.0 | -5.7 | 22.1 | -16.1 | 1.01 | -1.1 | -9.0 | 1.06 | 9.3
28	O=C(/C=C/c1ccco1)c1cccnc1
    15.8 | 3.8 | 6.2 | 3.1 | 0.898 | 10.2 | 3.7 | 0.962 | 9.5
29	CC1CCC2(CC1)NC(=O)N(NC(=O)CSc1nnc(NC3CC3)s1)C2=O (stereo not given)
    -3.8 | -14.3 | 6.0 | 8.2 | 1.14 | -13.6 | -2.3 | 1.14 | 2.4
30	S=C1SCN(Cc2ccccc2)CN1Cc1ccccc1
    11.4 | 8.3 | 2.3 | 13.9 | 0.987 | 1.3 | 5.2 | 0.917 | 12.5

Continued.
Values run as follows: tim10-1 inh | hIAP block | TIM10 inh | Apaf1 inhib | mIAP act | mIAP block | ATG4B inh | hIAP activ | NLRP3 yeast inh
31	O=C(NCCc1ccco1)C(=O)NCC1OCCCN1S(=O)(=O)c1ccc(F)cc1 (stereo not given)
    0.0 | -14.4 | 3.2 | 2.0 | 1.1 | -10.1 | 2.2 | 1.14 | 3.7
32	Cc1ccccc1-n1ncc2c1CC(C)(C)CC2NC(=O)CCC(F)(F)F (stereo not given)
    14.3 | -26.3 | -1.2 | -6.0 | 1.06 | -6.5 | 2.5 | 1.26 | 7.3
33	Cc1ccc(-n2ncc(C(=O)N3CCN(C(=O)c4ccco4)CC3)c2C2CCN(C(=O)OC(C)(C)C)CC2)cc1C
    8.9 | -31.6 | 13.6 | 1.7 | 0.966 | 3.4 | 1.5 | 1.32 | 9.7
34	Cc1ccc2c(c1)C1(OCCCO1)C(=O)N2
    -3.8 | -5.9 | -5.7 | -5.0 | 0.903 | 9.7 | -1.4 | 1.06 | 11.1
35	CNC(=O)c1cc2cc(OC)ccc2n1CCN(Cc1ccccc1)Cc1ccccc1
    4.9 | 6.8 | -3.5 | 11.7 | 0.901 | 9.9 | -0.6 | 0.932 | 19.5
36	CCCCCSc1nc2c(cnn2-c2ccccc2)c(=O)[nH]1
    8.3 | -18.0 | 17.4 | 19.9 | 1 | 0.0 | 4.0 | 1.18 | -3.4
37	COc1ccc2c(-c3ccccc3)cc(SCC(=O)N(C)C)nc2c1
    13.7 | 2.9 | 20.4 | 16.2 | 1.03 | -2.6 | 4.0 | 0.971 | 20.0
38	COC(=O)[C@H](CO)NS(=O)(=O)c1ccc(C)cc1
    4.6 | · | -15.4 | 6.0 | 0.984 | 1.6 | -6.2 | · | ·
39	O=C(NCCCN1CCOCC1)c1cc(-c2cccs2)on1
    2.9 | -11.6 | -6.0 | -16.2 | 0.969 | 3.1 | 5.2 | 1.12 | 8.9
40	CCC(Cc1ccccc1)NC(=O)C1CC1 (stereo not given)
    -9.4 | -5.6 | 0.9 | -1.3 | 1.01 | -1.0 | 0.2 | 1.06 | 17.4
41	CCOC(=O)C1=C(C)N(C)C(=O)NC1c1cccc2ccccc12 (stereo not given)
    2.2 | -13.9 | 7.6 | -3.1 | 1.06 | -6.0 | -5.2 | 1.14 | 13.5
42	COc1ccc(C(=O)NCCC(=O)N2CCC3(CC2)NCCc2[nH]cnc23)cc1
    6.1 | 17.2 | 0.9 | -1.5 | 1.07 | -7.1 | 4.6 | 0.828 | 7.1
43	CC1CCCCN1S(=O)(=O)c1ccc(S(=O)(=O)N(Cc2ccccc2)Cc2ccco2)cc1 (stereo not given)
    23.3 | -5.1 | 23.3 | -9.7 | 0.931 | 6.9 | 11.5 | 1.05 | 14.8
44	COC(=O)Cc1ccc(NC(=S)NCC(C)C)cc1
    6.2 | -13.4 | 9.7 | -15.0 | 1.02 | -2.1 | -2.9 | 1.13 | 16.5
45	COc1cccc(C2C([N+](=O)[O-])=C(N)Oc3cc(C)oc(=O)c32)c1 (stereo not given)
    -0.1 | -11.4 | 8.2 | -4.6 | 1.03 | -2.6 | -3.2 | 1.11 | -0.6

(list continues)
Values run as follows: tim10-1 inh | hIAP block | TIM10 inh | Apaf1 inhib | mIAP act | mIAP block | ATG4B inh | hIAP activ | NLRP3 yeast inh
46	CC(=O)Nc1ccc(S(=O)(=O)CCC#N)cc1
    -0.9 | -56.4 | -8.1 | -11.4 | 0.967 | 3.3 | -4.2 | 1.56 | 9.4
47	CN(CC(=O)Nc1ccc(N2CCOCC2)cc1)C(=O)CCNC(=O)c1ccccc1Cl
    -12.5 | 16.5 | 6.1 | 5.0 | 0.979 | 2.1 | -0.9 | 0.835 | 9.8
48	CCCCOc1ccc(Cc2c(COCC)[nH]c(=S)[nH]c2=O)cc1
    25.3 | -4.5 | 22.1 | 5.5 | 0.979 | 2.1 | 1.0 | 1.04 | 27.7
49	Cc1cc(-c2ccc(N3CCOCC3)cc2)nc2ccccc12
    28.4 | 9.9 | 57.8* | 7.3 | 1.11 | -10.6 | 2.1 | 0.901 | 24.9
50	Cc1ccc(C)c(OCCC(=O)OCC(=O)c2c(N)n(C)c(=O)n(C)c2=O)c1
    5.6 | -2.3 | -7.1 | 6.5 | 1 | 0.0 | -10.4 | 1.02 | 6.0
51	CC(=O)N1CCN(C(=O)Cn2c(=O)oc3ccccc32)CC1
    -4.0 | 7.0 | -4.6 | -3.5 | 0.988 | 1.2 | 2.8 | 0.93 | 8.8
52	CCOC(=O)C1CCN(C(=O)c2ccc(N(C)S(C)(=O)=O)cc2)CC1
    -4.9 | 1.8 | 1.6 | -2.9 | 0.988 | 1.2 | -10.4 | 0.982 | 1.1
53	CSc1nnnn1-c1cccc(O)c1
    5.7 | 2.4 | 17.4 | -4.8 | 1.03 | -3.5 | -4.8 | 0.976 | -1.6
54	COc1cc(C)c(CNC2CCCCC2)cc1C
    -10.7 | 0.2 | -5.9 | 0.1 | 0.967 | 3.3 | 0.7 | 0.998 | 19.3

An excerpt from above in order of the NLRP3 yeast inh value, smallest number first.
| nr | canonical_smiles | NLRP3 yeast inh |
| --- | --- | --- |
| 15 | CC(=O)NC(C(=O)N1CCC(c2nc3ccccc3s2)CC1)C(C)C (stereo not given) | 4.9 |
| 49 | Cc1cc(-c2ccc(N3CCOCC3)cc2)nc2ccccc12 | 24.9 |
| 2 | N#Cc1nc(-c2ccco2)oc1NCc1ccc(F)cc1 | 26.0 |
